Screening results from PubChem BioAssay.
CHRM1 agonist – human M1 muscarinic receptor agonism; P11229; CHO-K1 hM1, Fluo-8 calcium fluorescence, agonist mode; 0% DMSO, 100% acetylcholine EC100; activation, % at 3 µM; 360,000 tested, 0.33% active;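 active = activation above the run's mean compound activation plus 3 SD, cut at about 16% in these data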;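 also: peak over basal fluorescence ratio within a 140 s kinetic read after compound addition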
Target sequence (P11229 whole entry, looked up): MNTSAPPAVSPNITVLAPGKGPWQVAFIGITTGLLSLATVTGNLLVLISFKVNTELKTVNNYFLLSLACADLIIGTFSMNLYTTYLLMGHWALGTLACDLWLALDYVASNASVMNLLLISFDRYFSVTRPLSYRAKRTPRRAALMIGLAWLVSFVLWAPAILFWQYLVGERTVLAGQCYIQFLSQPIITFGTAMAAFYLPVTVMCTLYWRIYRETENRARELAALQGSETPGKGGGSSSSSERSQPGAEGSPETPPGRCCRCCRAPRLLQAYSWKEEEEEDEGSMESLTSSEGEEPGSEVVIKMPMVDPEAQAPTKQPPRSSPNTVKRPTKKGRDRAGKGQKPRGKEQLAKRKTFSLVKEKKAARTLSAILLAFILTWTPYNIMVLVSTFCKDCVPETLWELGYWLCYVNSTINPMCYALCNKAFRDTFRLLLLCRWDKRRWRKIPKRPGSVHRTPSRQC
CHO-K1 Ca ag – M1 agonist counterscreen hit in parental CHO-K1 cells; activation, % at 3 µM; Fluo-8 calcium fluorescence; scaled to maximal ATP response, vehicle zero; 360,000 tested, 0.48% active; in the data active = activation above about 15%;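 also: untransfected CHO-K1 host cells lacking M1 receptor as counterscreen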
CHO-K1 Ca antag – counter-screen for M1 antagonists: effect in parental CHO-K1 cells; ATP-induced calcium, Fluo-8 fluorescence; inhibition, % at 3 µM; 360,000 tested, 0.6% active;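 active = inhibition above a per-plate cutoff, the plate's mean sample inhibition plus 3 SD, cut at about 24% in these data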;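 also: 0% = DMSO plus EC80 ATP and 100% = DMSO alone without ATP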
CHRM1 antagonist – antagonists of human M1 muscarinic receptor | CHO-K1 hM1, Fluo-8 calcium fluorescence, ACh EC80 antagonist | 360,000 tested, 1.3% active | inhibition, % at 3 µM;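 active = percent inhibition above its own plate's cutoff, namely the mean of that plate's compound wells plus 3 SD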;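 also: peak over basal fluorescence ratio during 140 s after agonist addition; 0% = ACh EC80 plus DMSO and 100% = DMSO alone without agonist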
CHO parental Ca – counter-screen: ATP calcium response change in parental CHO cells. parental CHO-K1, ATP-induced calcium, Fluo-8 fluorescence. inhibition, % at 5.6 µM. 330,000 tested, 0.63% active. AID 463079;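 active = inhibition above that plate's mean sample inhibition plus 3 SD, cut at about 26% in these data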;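 also: 0% = ATP-challenged DMSO wells and 100% = DMSO wells without ATP; some compounds past the cut are filed as inactive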
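Material: parental CHO cells / Compound: single nominal dose of 5.6 µM per compound / Signal: Fluo-8 fluorescence / Replicates: singlicate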
TAAR1 antagonist – human TAAR1 antagonism | CHO RD-HGA16 TAAR1, Fluo-8 calcium fluorescence, antagonist | 360,000 tested, 1.5% active | inhibition, % at 3 µM;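 active = inhibition above a per-plate cutoff, the mean inhibition of test compounds on that plate plus 3 SD, cut at about 49% in these data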;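 also: 0% = DMSO plus EC80 beta-PEA response and 100% = DMSO alone without agonist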
Target sequence (Q96RJ0 whole entry, looked up): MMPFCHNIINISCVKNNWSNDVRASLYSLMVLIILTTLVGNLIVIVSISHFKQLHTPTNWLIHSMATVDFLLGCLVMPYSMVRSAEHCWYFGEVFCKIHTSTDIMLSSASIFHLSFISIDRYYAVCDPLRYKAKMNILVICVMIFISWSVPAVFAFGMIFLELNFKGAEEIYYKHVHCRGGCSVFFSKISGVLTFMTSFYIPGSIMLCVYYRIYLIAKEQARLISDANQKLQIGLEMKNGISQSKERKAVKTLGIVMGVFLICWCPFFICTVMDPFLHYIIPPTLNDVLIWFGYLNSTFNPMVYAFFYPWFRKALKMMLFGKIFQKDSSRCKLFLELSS
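test system = CHO RD-HGA16 cells bearing hTAAR1 | replication = singlicate | controls = DMSO-only wells and EC80 β-PEA-stimulated wells | reagent = EC80 β-phenethylamine stimulus | read-out basis = percent inhibition of PEA-evoked calcium signal, max/basal emission ratio | schedule = seeding 17-24 h prior, 75-min 37 °C, 30-min RT dye loading | signal = kinetic Fluo-8 calcium fluorescence measurement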
M1 PAM parental – counter-screen for M1 PAMs: effect in parental CHO-K1 cells; ATP EC20, Fluo-8 calcium fluorescence; 0% at ATP EC20, 100% at ATP max; activation, % at 3 µM; 360,000 tested, 0.02% active;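 active = activation above the run cutoff, the mean activation of all test compounds plus 3 SD, cut at about 40% in these data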;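 also: peak over basal fluorescence ratio in a 140 s read after ATP addition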
OXTR potentiate – potentiators of human oxytocin receptor; P30559; CHO-OTR cells, Fluo-8 calcium fluorescence, potentiator mode; 0% = oxytocin EC15, 100% = EC100; activation, % at 3 µM; 320,000 tested, 0.061% active;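 active = activation above that plate's cutoff, the mean activation of tested compounds plus 3 SD, cut at about 6.6% in these data, passing the limit was not always enough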;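 also: 100% uses oxytocin at 75 nM as the full agonist control; some results filed as inactive read as strong as hits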
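Measured by – Fluo-8 calcium dye fluorescence · Test system – human OTR in CHO cells · Dosing – one concentration, 3.0 µM compound · Controls – EC15 oxytocin alone as 0%, 75 nM oxytocin as 100% · Evaluation – normalized max/min fluorescence ratio, % activation · Timing – 6 min pre-incubation, 100 s read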
TAAR1 ag – agonists of human TAAR1. activation, % at 3 µM. 360,000 tested, 0.99% active. CHO RD-HGA16 TAAR1, Fluo-8 calcium fluorescence; vehicle wells 0%, saturating PEA agonist 100%;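 active = activation above the mean activation of all test compounds in the run plus 3 SD, cut at about 38% in these data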
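Repeats: no replicates (n 1) | Material: CHO-derived RD-HGA16 cells with stable Gα16 and human TAAR1 | Technique: Kinetic Fluo-8 calcium fluorescence | Schedule: 17-24 h seeding, 75 min 37 °C dye, 30 min RT | Evaluation: % activation from peak over basal fluorescence ratio, DMSO-to-PEA scaled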
* = called active by the depositor; x = not tested or not shown; & = joins results of further samples. Not a hit list (roughly 4.2% active in at least one column).

no.	Compound	CHRM1 agonist	CHO-K1 Ca ag	CHO-K1 Ca antag	CHRM1 antagonist	CHO parental Ca	TAAR1 antagonist	M1 PAM parental	OXTR potentiate	TAAR1 ag
1	COc1ccc(CN(C)CC(O)COC(c2ccc(OC)cc2)c2ccc(OC)cc2)cc1 (configuration not stated)	-3	9.0	-9	3	8	3	23	-14	15
2	CCc1ccc(NC(=O)CSc2nnnn2-c2cccnc2)cc1	-2	1.3	5	-9	-9	-29	11	-8	0
3	COc1ccc(S(=O)(=O)N(CC(=O)Nc2cccnc2)c2ccccc2OC)cc1	-2	2.3	2	16	-23	26	6	-9	7
4	COC(=O)Nc1ccc(Cc2ccncc2)cc1	-6	0.8	-6	-5	-3	-5	9	-9	5
5	C=CCNC(=O)C1CC(=O)N(c2ccc(OCC(=O)Nc3ccc(C)cc3)cc2)C1 (configuration not stated)	-1	0.5	-13	-13	-4	6	21	-6	13
6	COc1ccc(C2=CSC3=NCCN23)cc1Cl	-8	0.6	9	2	-19	-5	7	-15	1
7	Cc1cccc(CCNC(=O)CCS(=O)(=O)c2ccc(Br)cc2)c1	-1	-0.6	16	-11	-12	-2	-8	-3	0
8	C=CCn1c(=NC(=O)c2cc(Cl)sc2Cl)sc2cc(S(N)(=O)=O)ccc21	-5	0.2	4	1	13	16	17	-10	16
9	CC(=O)N1CCN(c2ccc(NC(=O)c3ccc([N+](=O)[O-])cc3)cc2)CC1	-3	0.3	5	-11	-5	-10	1	6	5
10	COc1cc(C(=O)Nc2nnc(C3CC3)s2)ccc1OCc1c(C)noc1C	-5	0.5	-3	-5	-13	-19	-3	-3	2
11	Cc1ccccc1OCC(=O)N(CC(C)C)c1c(N)n(CC(C)C)c(=O)[nH]c1=O	-3	0.4	-18	-9	0	-14	21	-4	1
12	N/C(=N\OC(=O)CC1CCCCC1)c1ccc(Cl)cc1	-2	-0.2	8	-9	-3	-7	8	-2	-2
13	CCCNc1nc(-c2ccccc2)c(C(=O)OCC)cc1C#N	-9	-0.9	-3	-12	-29	-2	8	-15	6
14	CCOc1cc(C(=O)N/N=C\c2cn(CC)nc2C)cc(OCC)c1OCC	-7	-0.2	4	-4	-3	4	4	-13	-3
15	Cc1ccc(SCCC(=O)OC(C)C(=O)Nc2ccccc2)cc1 (configuration not stated)	1	-0.3	-5	-8	-9	-31	-5	1	1
16	CCN(CC)C(=O)c1ccc(Nc2nnc(C)c3ccccc23)cc1	-6	0.4	-1	-4	-8	10	6	-6	3
17	Cc1cc(C)n2nc(SCC(=O)NC(=O)c3ccccc3Cl)nc2n1	-8	1.2	-14	0	-10	-30	6	-2	0
18	COc1ccc(C)cc1NC(=O)c1cc(S(=O)(=O)N2CCCCC2)ccc1N1CCOCC1	0	-0.8	-7	15	-33	-15	-14	-4	0
19	Cc1cccc(C)c1NC(=O)CN(c1c(C)cccc1C)S(C)(=O)=O	-2	-0.1	8	10	x	5	-13	x	1
20	NC(=O)c1nc(-c2ccco2)nc2c1[nH]c(=O)n2-c1ccc(Cl)c(Cl)c1	0	-0.4	19	-15	1	-4	-6	-1	1
21	O=C(NCc1ccco1)c1ccc(C(=O)NCc2ccco2)s1	-3	0.2	-8	-10	3	11	14	-4	11
22	Clc1ccc(N2CCN(/N=C/c3cccnc3)CC2)cc1	-3	7.6	-8	-5	-5	5	12	-7	4
23	CCCC(=O)c1cc(F)c(N2CCN(C(=O)OCC)CC2)cc1C	-2	1.6	-5	-4	-13	2	19	-17	9
24	COc1ccc(CC(=O)O/N=C(\N)c2ccccn2)cc1OC	-1	0.6	-7	7	x	-8	20	x	6
25	CCc1ccc(-c2nn(Cc3ccccc3)cc2C(=O)NCC2CCCO2)cc1 (configuration not stated)	-2	-0.3	-15	12	-20	16	19	-1	10
26	Cc1ccc(-c2nc3ccc(Br)cn3c2Cc2cccc(F)c2)cc1	4	-0.8	-13	-52	x	18	11	x	-1
27	COc1cccc(NC(=O)CCC2CCN(C(=O)c3c(C)noc3C)CC2)c1	-4	0.1	-5	-16	0	-26	0	-7	1
28	C(=N\n1cnnc1)/c1ccc2c(c1)OCCO2	-4	1.1	-13	-7	-2	16	22	-7	9
29	Cc1nc(Sc2cccn2C)c(C(F)(F)F)c(=O)[nH]1	-6	0.5	17	6	1	-16	-3	-5	4
30	O=C(NNC1CC(=O)N(c2ccccc2)C1=O)c1ccco1 (configuration not stated)	-4	-0.1	-5	2	-7	24	7	0	0

4 of the compounds above, with each value named:
3. COc1ccc(S(=O)(=O)N(CC(=O)Nc2cccnc2)c2ccccc2OC)cc1
  CHRM1 agonist: -2	CHO-K1 Ca ag: 2.3	CHO-K1 Ca antag: 2	CHRM1 antagonist: 16	CHO parental Ca: -23	TAAR1 antagonist: 26	M1 PAM parental: 6	OXTR potentiate: -9	TAAR1 ag: 7
4. COC(=O)Nc1ccc(Cc2ccncc2)cc1
  CHRM1 agonist: -6	CHO-K1 Ca ag: 0.8	CHO-K1 Ca antag: -6	CHRM1 antagonist: -5	CHO parental Ca: -3	TAAR1 antagonist: -5	M1 PAM parental: 9	OXTR potentiate: -9	TAAR1 ag: 5
5. C=CCNC(=O)C1CC(=O)N(c2ccc(OCC(=O)Nc3ccc(C)cc3)cc2)C1 (configuration not stated)
  CHRM1 agonist: -1	CHO-K1 Ca ag: 0.5	CHO-K1 Ca antag: -13	CHRM1 antagonist: -13	CHO parental Ca: -4	TAAR1 antagonist: 6	M1 PAM parental: 21	OXTR potentiate: -6	TAAR1 ag: 13
6. COc1ccc(C2=CSC3=NCCN23)cc1Cl
  CHRM1 agonist: -8	CHO-K1 Ca ag: 0.6	CHO-K1 Ca antag: 9	CHRM1 antagonist: 2	CHO parental Ca: -19	TAAR1 antagonist: -5	M1 PAM parental: 7	OXTR potentiate: -15	TAAR1 ag: 1

Next section.
no.	Compound	CHRM1 agonist	CHO-K1 Ca ag	CHO-K1 Ca antag	CHRM1 antagonist	CHO parental Ca	TAAR1 antagonist	M1 PAM parental	OXTR potentiate	TAAR1 ag
31	COc1cc(SC)ccc1C(=O)Nc1nc(C)cc(C)n1	1	-0.3	-6	-21	2	-6	15	-5	0
32	CCc1nn2c(N)c(/C=C3\C=Nc4ccccc43)c(=O)nc2s1	-5&-4	4.2&3.2	-17&-12	-8&-4	-23&-6	7&16	19&17	-13&-13	2&9
33	NC(=O)C1CCN(C(=O)c2cc(S(=O)(=O)N3CCN(c4ccccc4)CC3)ccc2Cl)CC1	-7	-0.2	-18	-11	x	8	15	x	-2
34	Cc1ccc2c(CC(=O)N3CCN(S(=O)(=O)c4ccccc4)CC3)coc2c1	-2	1.9	-9	-6	x	4	-5	x	1
35	O=C(Cn1cnc2ccccc2c1=O)NCCC(=O)Nc1ccccc1C(F)(F)F	-3	0.0	-3	-11	-4	-22	-10	-2	12
36	CSCC[C@@H](Nc1nc(-c2ccccc2)nc2c1oc1ccccc12)C(=O)O	-5	0.2	-17	-16	-11	18	15	-11	9
37	Cc1cccc(NC(=O)CSc2nc3sc(C)cc3c(=O)n2C)c1	0	11	1	3	x	6	-13	x	5
38	COC(=O)[C@@]1(Sc2ccc(C)cc2)CC(=O)N[C@@H]1c1ccccc1	x	3.1	-15	x	x	25	14	x	3
39	O=C(CN1CCN(Cc2ccc3c(c2)OCO3)CC1)Nc1ccc2c(c1)OCCO2	-6	0.2	-3	-2	x	-4	12	x	2
40	Cc1ccc(OCC(=O)NC2=NCCS2)cc1	-4	0.1	-1	3	6	-5	12	-4	1
41	CCN1CCN(C(=S)Nc2ccc3nc4n(c(=O)c3c2)CCCCC4)CC1	-8	0.2	-9	2	-11	-29	-10	-5	5
42	Cn1c(=O)c2cc(NC(=O)NCc3ccc(F)cc3)ccc2n1Cc1cccc(C(F)(F)F)c1	-3	2.5	1	-4	x	-18	-2	x	2
43	COc1cccc(CNc2ccc3c(c2)CCC3)c1	-2	0.3	-13	-17	-19	-25	-6	-9	13
44	O=[N+]([O-])c1ccc2nc(SCc3cn4cccnc4n3)[nH]c2c1	-2	0.2	-4	-10	-3	-1	9	-2	0
45	O=C(CCCOc1ccc(Cl)cc1Cl)N1CCCc2ccccc21	-4	0.5	-7	3	-42	50*	13	-13	6
46	Nc1cc(S(=O)(=O)N2CCOCC2)ccc1Oc1ccc(F)cc1	0	5.5	-9	-3	-2	7	-10	-3	2
47	O=C(Cn1nnc2ccccc2c1=O)Nc1ccc(S(=O)(=O)N2CCOCC2)cc1	-1	1.1	-11	-15	5	-26	7	-10	2
48	CCCn1nc(C(=O)Nc2cc(OCC)c(N3CCOCC3)cc2OCC)c2ccccc2c1=O	-3	2.6	-12	-5	x	9	3	x	8
49	CN(C)Cc1ccccc1Sc1ccc(O)cc1O	18*	0.4	-2	-12	1	-11	-3	-6	4
50	Cc1nc(NCCCN2CCOCC2)c2cnn(-c3ccccc3)c2n1	-3	0.6	-15	-9	x	-13	9	x	1
51	Cc1cccc(-c2ccc3c(c2)C2CC3CCN2C)c1 (configuration not stated)	-8	0.8	-4	12	x	-21	14	x	16

Three entries out of the list above, arranged by the value under CHRM1 agonist, rising:
| nr | canonical_smiles | CHRM1 agonist | CHRM1 antagonist |
| --- | --- | --- | --- |
| 42 | Cn1c(=O)c2cc(NC(=O)NCc3ccc(F)cc3)ccc2n1Cc1cccc(C(F)(F)F)c1 | -3 | -4 |
| 31 | COc1cc(SC)ccc1C(=O)Nc1nc(C)cc(C)n1 | 1 | -21 |
| 49 | CN(C)Cc1ccccc1Sc1ccc(O)cc1O | 18* | -12 |
